PREPL inhibitor = inhibits the human prolyl oligopeptidase-like enzyme. Q4J6C6. recombinant PREPL, fluorescence polarization activity-based probe. inhibition, % at 5.96 µM. actives 0.68% (n = 320,000). AID 2751; in the data active = inhibition above about 43%;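 also: 0% = enzyme with DMSO and 100% = wells lacking enzyme; many of its hits are not listed in these tables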
Target sequence (Q4J6C6 whole entry, looked up): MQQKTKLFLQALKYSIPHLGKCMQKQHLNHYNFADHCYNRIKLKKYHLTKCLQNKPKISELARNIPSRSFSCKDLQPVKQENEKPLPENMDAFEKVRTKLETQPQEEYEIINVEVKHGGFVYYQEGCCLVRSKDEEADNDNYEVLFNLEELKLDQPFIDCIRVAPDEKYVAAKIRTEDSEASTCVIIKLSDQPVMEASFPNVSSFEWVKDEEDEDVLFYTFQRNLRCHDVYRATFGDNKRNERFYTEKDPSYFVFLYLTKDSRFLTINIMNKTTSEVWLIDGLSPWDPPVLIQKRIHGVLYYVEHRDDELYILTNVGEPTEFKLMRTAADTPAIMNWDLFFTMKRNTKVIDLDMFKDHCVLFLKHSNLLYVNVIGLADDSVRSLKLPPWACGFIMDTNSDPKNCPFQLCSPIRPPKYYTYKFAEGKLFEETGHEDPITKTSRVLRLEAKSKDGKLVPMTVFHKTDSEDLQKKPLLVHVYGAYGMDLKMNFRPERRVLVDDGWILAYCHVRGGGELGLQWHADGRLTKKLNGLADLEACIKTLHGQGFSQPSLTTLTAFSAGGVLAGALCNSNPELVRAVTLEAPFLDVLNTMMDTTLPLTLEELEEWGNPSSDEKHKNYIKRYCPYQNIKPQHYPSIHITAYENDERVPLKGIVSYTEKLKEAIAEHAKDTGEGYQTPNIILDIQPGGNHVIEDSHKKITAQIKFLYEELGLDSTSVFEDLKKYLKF
TPT1 inh = blocks Candida albicans tRNA 2'-phosphotransferase. recombinant caTPT1, FP RNA substrate dephosphorylation. inhibition, % at 5 µM. actives 0.81% (n = 300,000). AID 1962;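 active = inhibition above the mean of all tested compounds plus 3 SD, set per screening campaign, cut at about 24% in these data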;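 also: plate controls were DMSO alone for no effect and ferristatin control at 100 nM for full effect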
core dimer inh = blocks dimerization of HCV core protein | actives 0.33% (n = 300,000) | inhibition, % at 5 µM | AID 1899 | TR-FRET GST/Flag-core106 dimerization, 1536-well;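 active = inhibition above the mean of all tested compounds plus 3 SD, set per screening campaign, cut at about 45% in these data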
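assay system = GST-tagged and Flag-tagged HCV core protein residues 1-106 | controls = unlabelled core106 and no-GST-core106 wells | incubation = compound-protein-antibody incubation 4 h at 22.5 °C | probe or stimulus = Eu donor and XL665 acceptor anti-tag antibodies | read-out = % inhibition based on acceptor/donor emission ratio | signal = TR-FRET 671 and 617 nm emission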
CTSL1 counter = counter-screen for PFM18AAP inhibitors: inhibitors of F. hepatica cathepsin L1; inhibition, % at 5.96 µM; AID 1906; recombinant F. hepatica cathepsin L1, Z-Leu-Arg-MCA fluorescence; actives 0.49% (n = 300,000);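 active = inhibition above the mean of all tested compounds plus 3 SD, set per screening campaign, cut at about 17% in these data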;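 also: 0% = plate median of test compound wells and 100% = 1 µM Z-Phe-Ala-diazomethylketone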
PP1 counter = counter-screen for PP5 inhibitors: inhibitors of human PP1-alpha | purified PP1alpha, OMFP fluorescence | actives 0.9% (n = 320,000) | P62136 | inhibition, % at 6.7 µM;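 active = inhibition above the mean inhibition of all tested compounds plus 3 SD, computed separately for each screening campaign, cut at about 15% in these data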
ZTA DNA inh = counter-screen for EBNA-1 inhibitors: inhibitors of Epstein-Barr virus ZTA. P03206. ZTA-DNA binding, fluorescence polarization. inhibition, % at 11 µM. actives 0.15% (n = 320,000). AID 2234; in the data active = inhibition above about 33%
Target sequence (P03206 whole entry, looked up): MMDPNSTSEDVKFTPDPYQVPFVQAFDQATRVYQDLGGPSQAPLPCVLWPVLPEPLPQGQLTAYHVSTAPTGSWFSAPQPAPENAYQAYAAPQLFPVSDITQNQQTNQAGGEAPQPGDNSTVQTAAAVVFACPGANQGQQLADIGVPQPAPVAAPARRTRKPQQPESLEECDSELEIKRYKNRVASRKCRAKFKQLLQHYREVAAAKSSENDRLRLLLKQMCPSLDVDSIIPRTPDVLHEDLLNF
EBNA-1 inh = blocks EBNA-1 binding to DNA | EBNA-1 DNA binding, fluorescence polarization | actives 0.34% (n = 300,000) | inhibition, % at 14.8 µM; in the data active = inhibition above about 28%
PP5 primary = PP5 (human) phosphatase inhibition. purified PP5c, OMFP substrate fluorescence. P53041. actives 0.18% (n = 320,000). inhibition, % at 6.7 µM. AID 1987;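 active = inhibition above the campaign's mean inhibition across all tested compounds plus 3 SD, cut at about 9.5% in these data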;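 also: 0% = DMSO only and 100% = 100 µM cantharidin control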
Efflux pump mplx = inhibitors of Candida antifungal efflux pumps expressed in yeast; S. cerevisiae Candida pump triplex, Nile Red efflux; inhibition, % at 10 µM; actives 0.44% (n = 330,000);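 active = plate passing quality check with inhibition over a set limit, or well fluorescence over plate mean plus 4 SD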;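 also: Nile Red retained in pooled yeast measured as flow cytometry median fluorescence; 0% = buffer negative control and 100% = Enniatin B positive control; higher means more Nile Red kept so more efflux inhibition; some compounds called inactive have numbers as strong as hits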
An asterisk follows results filed as active; nt = not tested or not shown.

Sequence of screens – PREPL inhibitor, TPT1 inh, core dimer inh, CTSL1 counter, PP1 counter, ZTA DNA inh, EBNA-1 inh, PP5 primary, Efflux pump mplx
CCN(CC)CC(=O)Nc1ccc(Cl)cc1C(=O)c1ccccc1
    10, 3, -5, 0, -2, 7, 9, 0.5, 0.0
O=C(COc1ccccc1)N1CCN(C2CCCC2)CC1
    -2, -2, 11, 0, -5, -5, -14, 4.1, 0.2
CC1(C)Cc2c(sc3c2C(=O)NC(c2cccnc2)N3)CO1 (centres undefined)
    9, 2, -9, 3, -2, 1, 7, 0.4, 0.0
O=C1NC(=O)C(=CN2CCc3ccccc32)C(=O)N1
    -9, 4, 7, -3, -1, 8, -1, 5.1, 0.1
CC(=NCCO)c1c(O)n(C2CCCCC2)c(=O)[nH]c1=O
    11, -2, -5, -5, 0, -18, -2, 1.2, 0.0
CN(C)CCN=Cc1c(O)n(Cc2ccco2)c(=O)[nH]c1=O
    -1, 2, -1, 1, -3, -8, 11, -0.2, 0.1
Cc1cc(/C=C2\C(=O)NC(=O)N(c3ccc(Cl)cc3)C2=O)c(C)n1C
    1, 10, 6, -2, 2, -2, -12, -0.3, -0.2
CCCCCn1c(=O)c(C(=O)Nc2ncccc2C)c(O)c2ccccc21
    -9, -4, 13, 3, 25*, -4, -3, 2.0, -0.1
COc1ccc(CCNCc2cccn2C)cc1
    5, 2, 5, 1, -4, 19, 11, 1.1, 0.1
CC(=NCc1ccc2c(c1)OCO2)c1c(O)n(Cc2ccccc2)c(=O)[nH]c1=O
    33, 2, 8, 3, 3, 18, -7, 1.6, 0.0

Sequence of screens – PREPL inhibitor, TPT1 inh, core dimer inh, CTSL1 counter, PP1 counter, ZTA DNA inh, EBNA-1 inh, PP5 primary, Efflux pump mplx
O=C(Nc1nc(-c2ccccc2)c(-c2ccccc2)s1)c1ccc(S(=O)(=O)N(CCCl)CCCl)cc1
    6, 0, -28, 9, -1, -3, -5, 2.3, -0.1
OC1/C(=C/c2ccc(Cl)cc2Cl)N2CCC1CC2 (centres undefined)
    -4, 1, 0, 5, -1, 3, 7, -1.1, -0.1
O=C1OCc2cc(N=Nc3c(O)[nH]c(=O)[nH]c3=O)ccc21
    -7, 5, 1, 7, 0, 8, 2, 1.0, 0.0
Cc1ccccc1-n1c(O)c(/C=N/NC(=O)c2ccccc2O)c(=O)[nH]c1=S
    15, 4, 1, 3, -1, 2, -5, 0.6, 0.1
CCCOc1ccccc1C1SCC(=O)Nc2c1c(=O)[nH]n2C(C)CCC (centres undefined)
    7, -2, 2, 0, -2, -21, -14, 3.1, 0.2
O=C(c1cc2cc(Cl)ccc2[nH]1)N1CCC2(CC1)OCCO2
    13, 6, 2, 0, -2, -9, -4, -0.9, 0.0
Cc1cc(OC(C)C(=O)NCc2ccncc2)c2c3c(c(=O)oc2c1)CCCC3 (centres undefined)
    -2, -3, -6, 0, -2, 3, -10, -0.4, 0.7
COC(=O)Cn1cc(/C=C2\C(=O)NC(=O)N(c3ccc(OC)cc3)C2=O)c2ccccc21
    16, 25*, 12, 4, -2, -14, -19, -0.8, 0.0
O=c1[nH]c(=O)n(Cc2ccco2)c(O)c1C=NCc1cccs1
    13, 3, -1, 6, -2, -13, -1, 2.5, 0.2
CN(C)P(=NC(=S)c1cccn1C)(N(C)C)N(C)C
    4, 0, 2, -1, -2, 6, -9, 3.2, 0.0

Sequence of screens – PREPL inhibitor, TPT1 inh, core dimer inh, CTSL1 counter, PP1 counter, ZTA DNA inh, EBNA-1 inh, PP5 primary, Efflux pump mplx
CC(=O)[C@@]1(O)CC[C@H]2[C@@H]3CC=C4C[C@@H](O)CC[C@]4(C)[C@H]3CC[C@@]21C
    -3, -1, 14, 0, -1, 13, 2, -1.8, -0.1
CCN(CC)N=O
    -3, nt, nt, nt, -6, 26, nt, -1.0, 0.0
NCCc1ccccc1
    0, -1, 0, 1, -3, -3, 1, 1.7, 0.0
Cc1ccc(CN2CCCN(Cc3ccc(Cl)cc3)S2(=O)=O)cc1
    -4, 1, 3, -2, 7, -8, -12, 1.2, 0.0
Cc1ccc(CN2CCCC(C(=O)c3cccc(C(F)(F)F)c3)C2)o1 (centres undefined)
    -6, -5, -3, 3, -4, -5, -7, 3.4, 0.0
Cc1ccc2nc(C)n(-c3ccc(F)cc3)c(=O)c2c1
    14, 3, 1, 4, -2, -10, -14, -1.9, 0.2
Cc1ccc(N2C(=O)NC(=O)C(CCc3ccccn3)(Cc3ccc(F)cc3)C2=O)cc1 (centres undefined)
    -9, 4, 4, -2, 0, 12, 3, -1.2, 0.1
COc1ccc2c(c1)c(CCN)c(C)n2Cc1ccccc1
    45*, -1, -2, 1, 2, 12, 2, -0.8, -0.1
Cc1cc(Oc2cc(NN3CCCCC3)c([N+](=O)[O-])cc2[N+](=O)[O-])ccc1[N+](=O)[O-]
    13, -2, 21, 1, 0, -9, 8, 1.6, 0.0
CCOC(=O)c1c(C)n(CCOC)c2ccc(O)cc12
    9, -1, 1, 2, -3, -8, -4, 2.5, 0.2

Ordered by SMILES length (lowest first): some entries from above.
Sequence of screens – PREPL inhibitor, TPT1 inh, core dimer inh, CTSL1 counter, PP1 counter, ZTA DNA inh, EBNA-1 inh, PP5 primary, Efflux pump mplx
Cc1ccc2nc(C)n(-c3ccc(F)cc3)c(=O)c2c1
    14, 3, 1, 4, -2, -10, -14, -1.9, 0.2
Cc1ccc(N2C(=O)NC(=O)C(CCc3ccccn3)(Cc3ccc(F)cc3)C2=O)cc1 (centres undefined)
    -9, 4, 4, -2, 0, 12, 3, -1.2, 0.1
Cc1cc(Oc2cc(NN3CCCCC3)c([N+](=O)[O-])cc2[N+](=O)[O-])ccc1[N+](=O)[O-]
    13, -2, 21, 1, 0, -9, 8, 1.6, 0.0

Following part.
Sequence of screens – PREPL inhibitor, TPT1 inh, core dimer inh, CTSL1 counter, PP1 counter, ZTA DNA inh, EBNA-1 inh, PP5 primary, Efflux pump mplx
COc1ccc(OC)c(CC(=O)N(C)C2CCCN(Cc3ccccc3F)C2)c1 (centres undefined)
    11, 0, 2, 0, -1, -9, -5, -0.3, 0.4
CC(=O)NNC(=O)CN1C(=O)CN=C(c2ccccc2)c2cc(Br)ccc21
    9, -1, 6, 2, -2, 8, 15, -0.6, 0.0
CCCCCCC(Cl)(Cn1ccnc1)c1ccccc1 (centres undefined)
    -29, -1, -5, 1, -2, -16, -2, 0.9, 0.0
CC/C(=N\NC(=O)c1ccccc1Cl)c1c(O)n(C2CCCCC2)c(=O)[nH]c1=O
    -16, 2, 0, 1, 1, -18, 4, 1.0, 0.0
CCCOC(=O)c1ccccc1C(=O)OCCC
    4, nt, nt, nt, 0, -4, nt, 0.8, 0.0
CCc1nc(N2CCNCC2)c(C#N)c2c1CSC(C)(C)C2
    14, -3, 4, 5, -2, -8, -10, 2.7, 0.1
O=[N+]([O-])c1cc(Cl)c(O)c(-[n+]2c(-c3ccccc3)cc(-c3ccccc3)cc2-c2ccccc2)c1
    12, 0, 18, 5, 4, 3, -1, 0.3, 0.1
O=c1[nH]c(=S)n(C2CC2)c(O)c1C=Nc1ccc2c(c1)OCO2
    8, -2, 8, -2, -4, -1, 1, -0.6, -0.1
Cc1ccc(C)c(OCC(=O)N2CCN(Cc3ccc4c(c3)OCO4)CC2)c1
    12, 1, 3, -3, -2, -1, 11, 1.9, 0.0
Cc1cccn2c(=O)c3c(nc12)N1CCC(Cc2ccccc2)CC1C1(C3)C(=O)N(C)C(=O)N(C)C1=O (centres undefined)
    2, 4, 17, 0, 3, 1, -14, 3.5, 0.2

Sequence of screens – PREPL inhibitor, TPT1 inh, core dimer inh, CTSL1 counter, PP1 counter, ZTA DNA inh, EBNA-1 inh, PP5 primary, Efflux pump mplx
Oc1ccccc1C1NCc2ccccc2-n2cccc21 (centres undefined)
    -18, 1, -3, 1, -7, 3, 11, 0.7, -0.3
C=CCn1c(O)c(C(C)=O)c(=O)[nH]c1=O (tested in a mixture with another compound)
    0, 12, -4, -5, 1, -1, 0, 2.4, 0.1
C=CCn1c(O)c(C=NCCCOc2ccc(CC)cc2)c(=O)[nH]c1=S
    -31, 14, 3, 4, 5, 24, -11, 0.7, 0.3
Cn1cnc([N+](=O)[O-])c1Sc1ccc([N+](=O)[O-])cc1
    -4, -2, -2, 8, -1, 9, 8, -2.4, -0.1
Cc1nn(Cc2ccccc2)c(C)c1C(=O)OCC(=O)NC1CCS(=O)(=O)C1 (centres undefined)
    0, 1, 0, 0, -1, -3, -5, -1.2, -0.4
CC1(C)CC(N(CCc2ccccc2)Cc2ccccc2)CCO1 (centres undefined)
    10, -1, -3, 5, -2, -12, 0, -0.5, -0.1
CC(C)N1CCN(Cc2ccc3c(c2)OCCO3)CC1CCO (centres undefined)
    9, 1, -1, 1, -2, 8, 9, -1.7, -0.1
O=[N+]([O-])O[C@H]1CO[C@H]2[C@@H]1OC[C@H]2O[N+](=O)[O-]
    -4, 0, 5, 0, 5, 7, -1, -0.6, 0.0
CC1(C)NCCN2C(=O)CSC21 (centres undefined)
    17, 0, -2, 1, 0, -4, -7, 0.0, 0.0
CCCc1nc2ccc(Br)cc2c(=O)n1-c1ccc([N+](=O)[O-])c(C(F)(F)F)c1
    4, -6, 11, 0, 4, -3, -2, 3.0, -1.2

Sequence of screens – PREPL inhibitor, TPT1 inh, core dimer inh, CTSL1 counter, PP1 counter, ZTA DNA inh, EBNA-1 inh, PP5 primary, Efflux pump mplx
Cc1ccc(C(=O)NC2CC3CCC(C2)N3)cc1 (centres undefined)
    -1, -4, 0, -1, 0, 2, 6, -2.9, -0.1
Cc1c(C(c2ccc(Br)cc2)c2c(O)c3ccccc3oc2=O)c(=O)n(-c2ccccc2)n1C (centres undefined)
    -4, -1, 5, -1, 1, -8, -3, 0.5, 0.0
CCC(=O)c1cn(Cc2ccccc2C#N)c2ccccc12
    -17, 1, -1, 6, -3, 2, 6, 2.2, 0.0
CCOC(=O)c1c(-n2c(C)cc(/C=C3/C(=O)NC(=O)N(CC)C3=O)c2C)sc2c1CCCC2
    17, 0, -1, 0, 0, -15, -2, 4.1, 0.1
CCN(CC)c1ccc(CNCCc2ccccc2F)cc1
    14, 3, -6, 1, -2, 5, -8, -0.9, 0.0
CCN1C[C@]2(OC(=O)c3ccccc3NC(C)=O)CCC(OC)C34C5C[C@H]6C(OC)[C@]5(O)[C@](O)(C[C@@H]6OC)C(C[C@@H]32)[C@H]14 (some centres undefined)
    4, -1, -13, -8, 1, 3, -1, 0.5, -0.1
O=CC(Cl)P(=O)(N1CCCCC1)N1CCCCC1 (centres undefined)
    -4, 3, -8, 0, 4, -15, -9, 1.7, -0.3
CC(=O)N(C1=NCCCS1)c1ccccc1Cl
    -12, 3, 1, -3, -1, 5, 1, 0.5, -0.1
CCOc1ccccc1C1SCC(=O)Nc2c1c(=O)[nH]n2C(CC)CC (centres undefined)
    -6, -4, -1, -2, -2, -6, -9, -0.1, 0.3
Cc1ccc(-n2c(O)c(/C=C/C=Nc3ccccc3)c(=O)[nH]c2=O)cc1
    -10, 134*, -5, 9, -3, -14, -5, -2.9, 0.0

Source: PubChem BioAssay (several laboratories)

An excerpt; rates above refer to the full screens.
